MPTP inh: permeability transition pore inhibition; 1.4% of 360,000 active; inhibition, % at 10 µM; AID 602449; isolated mouse mitochondria, Ca2+ swelling absorbance, 30 min;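 active means inhibition of 50% or more, scaled per plate between neutral and stimulator controls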;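 further: 0% = DMSO wells given calcium and 100% = 1 mM EGTA wells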
A3G deaminase: APOBEC3G (human) deaminase inhibition | recombinant A3G, ssDNA deamination FAM/TAMRA fluorescence | Q9HC16 | inhibition, % at 20 µM | 0.28% of 330,000 active | AID 493012;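 active means inhibition of at least 40% at 20 µM, with no more than 30% in the related APOBEC3A deaminase screen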;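 further: plate controls were DMSO wells with A3G for no effect and wells lacking A3G enzyme for full effect; some compounds called inactive have numbers as strong as hits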
Target sequence (Q9HC16 whole entry, looked up): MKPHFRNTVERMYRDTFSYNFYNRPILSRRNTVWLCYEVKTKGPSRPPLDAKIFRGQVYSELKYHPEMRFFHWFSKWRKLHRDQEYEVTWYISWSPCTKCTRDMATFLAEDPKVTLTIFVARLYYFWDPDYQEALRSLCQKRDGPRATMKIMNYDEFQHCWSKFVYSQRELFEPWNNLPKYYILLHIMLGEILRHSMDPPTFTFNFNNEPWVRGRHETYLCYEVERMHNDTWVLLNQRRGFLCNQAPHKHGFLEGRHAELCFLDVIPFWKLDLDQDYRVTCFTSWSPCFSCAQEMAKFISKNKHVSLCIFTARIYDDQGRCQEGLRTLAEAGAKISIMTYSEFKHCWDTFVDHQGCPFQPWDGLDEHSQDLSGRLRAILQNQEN
A3A deaminase: inhibitors of human APOBEC3A DNA deaminase; P31941; recombinant A3A, FAM/TAMRA ssDNA deamination fluorescence; inhibition, % at 20 µM; 0.41% of 330,000 active;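 active means at least 40% inhibition at 20 µM here, with at most 30% in a related deaminase screen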;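 further: plate controls were A3A with DMSO for no effect and wells lacking A3A enzyme for full effect; some results filed as inactive read as strong as hits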
Target sequence (P31941 whole entry, looked up): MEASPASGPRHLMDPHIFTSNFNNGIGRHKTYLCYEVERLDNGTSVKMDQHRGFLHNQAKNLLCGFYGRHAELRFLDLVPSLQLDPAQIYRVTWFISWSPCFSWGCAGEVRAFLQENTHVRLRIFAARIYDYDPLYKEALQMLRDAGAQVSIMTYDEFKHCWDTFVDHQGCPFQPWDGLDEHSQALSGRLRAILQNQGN
hIAP block: human IAP inhibition. 0.12% of 330,000 active. purified IAP, CDP-Star luminescence, 30 min. inhibition, % at 10 µM;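 active means inhibition reaching a set limit with compound at 10 µM in the primary screen, cut at about 35% in these data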;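 further: plate controls were DMSO wells with enzyme for no effect and no-enzyme buffer wells for full effect; values of inactives mirror those of a sister screen read the other way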
NR3A LBD binder: modulates the human NR3A ligand-binding domain; NR3A LBD differential scanning fluorimetry, Tm shift; 0% = protein alone, 100% = glycine-bound protein; Tm shift relative to glycine control, % at 25 µM; AID 1259313; 2.5% of 340,000 active;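 active means melting temperature shift of at least 10% of the positive control shift, at one fixed dose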
mIAP block: blocks mouse intestinal alkaline phosphatase. 0.2% of 330,000 active. purified mouse IAP, CDP-Star luminescence, 30 min. inhibition, % at 10 µM;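 active means inhibition of at least 40% at 10 µM in the primary screen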;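 further: plate controls were DMSO with enzyme for no effect and no enzyme wells for full effect; values of inactives mirror those of a sister screen read the other way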
mIAP activ: increases mouse intestinal alkaline phosphatase activity; muIAP, CDP-Star luminescence, 30 min; hits give high values; 1 = vehicle-only enzyme signal, 0 = enzyme-free wells; activation factor at 10 µM; 0.24% of 330,000 active; AID 2805;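 active means activation factor of at least 2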; further: the source names both 10 and 20 µM as test concentration; values of inactives mirror those of a sister screen read the other way
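System: Mouse IAP enzyme | Also added: CDP-Star substrate | Dosing: Compounds dispensed in DMSO | Schedule: 30 min enzyme-substrate-compound incubation at room temperature | Technique: Chemiluminescence readout | Control set: DMSO-only wells and no-enzyme negative control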
MIN6 prolif: inducers of beta-cell replication in MIN6 cells. MIN6 cells proliferation, ATPlite luminescence, 48 h; cells starved in 0.2% serum; 100% = growth in 10% serum. proliferation, % at 10 µM. 0.29% of 330,000 active;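 active means compounds whose signal lies at least 3.5 SD above the mean of all wells on their plate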;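 further: 0% = DMSO-treated cells in low-serum medium and 100% = 10% serum control; some compounds called inactive have numbers as strong as hits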
hIAP act: human IAP activation. purified human IAP, CDP-Star luminescence, 30 min; hits give high values; 1 = vehicle-only enzyme, 0 = enzyme-free background. activation factor at 10 µM. 0.16% of 330,000 active. AID 2524;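 active means activation factor of the enzyme at least 2-fold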; further: the source names both 10 and 20 µM as test concentration; values of inactives mirror those of a sister screen read the other way
* = called active by the depositor; / = no result given. Compounds were not picked by outcome; overall some 5% were active at least once.

SMILES | MPTP inh | A3G deaminase | A3A deaminase | hIAP block | NR3A LBD binder | mIAP block | mIAP activ | MIN6 prolif | hIAP act
O=C(CN(C(=O)c1csnn1)c1ccccc1F)NC1CCCCC1 | -0.5 | -9 | -3 | 11 | -2 | 5 | 0.95 | -1 | 0.89
O=C(Nc1cccc(-c2nc3ncccc3o2)c1)c1cc2ccccc2o1 | -0.9 | 2 | 4 | 12 | -12 | 6 | 0.94 | -3 | 0.88
Cc1cc(C)n(CCN(C)C(=O)C2CCC(=O)N(CCc3cccc(F)c3)C2)n1 (stereo unspecified) | -0.5 | -5 | -4 | -16 | 1 | 1 | 0.99 | -2 | 1.2
S=C1NC2(CCCCC2)Cc2ccccc21 | 0.3 | -3 | -2 | -14 | -4 | 18 | 0.82 | 3 | 1.1
CCOc1ccc(NC(=O)CSc2nnc(C3CC3)n2C)cc1S(=O)(=O)N1CCCCC1 | 0.0 | -4 | 3 | 1 | -2 | -15 | 1.2 | 0 | 0.99
C/C(CC(=O)Nc1ccc(N(C)C)cc1)=N\NC(=O)c1ccc(Cl)cc1Cl | 1.4 | -6 | -11 | 12 | -2 | 6 | 0.94 | 4 | 0.88
COC(=O)/C=C(\Oc1ccccc1)C1(O)CCCCC1 | 0.8 | -7 | -2 | 11 | 2 | 8 | 0.92 | 0 | 0.89
Cc1cccc(NC(=O)CSc2nnc(CNC(=O)c3ccco3)n2C)c1 | -0.4 | -7 | 3 | -18 | 0 | 4 | 0.96 | -3 | 1.2
CC(C)CCN1CCN(Cc2cccn2-c2ccc(Cl)cn2)CC1CCO (stereo unspecified) | -1.9 | -6 | 1 | -7 | 1 | -3 | 1 | -2 | 1.1
CN(CC(=O)NC1CCCCCCC1)S(=O)(=O)c1cccc2cccnc12 | 0.5 | -5 | -1 | 7 | -1 | 9 | 0.91 | 0 | 0.93
O=C(O)C1=C[C@H](c2ccc(C(F)(F)F)cc2)C[C@H](OCc2ccc(CO)cc2)O1 | -2.6 | -11 | -7 | -8 | -3 | -6 | 1.1 | -3 | 1.1
COc1ccc(C2=NOC(C(=O)Nc3ccc4c(c3)OCO4)C2)cc1 (stereo unspecified) | 0.9 | -5 | -2 | 4 | -3 | 1 | 0.99 | 1 | 0.96
CC(C)N1CCN(Cc2ccc(-c3ccccc3)cc2)CC1CCO (stereo unspecified) | 23 | -6 | 1 | -27 | 1 | 1 | 0.99 | 0 | 1.3
CC(C)CC1=NN(C(=O)c2ccncc2)C(O)(C(F)(F)F)C1 (stereo unspecified) | 37 | 0 | 1 | 12 | -4 | 10 | 0.9 | 0 | 0.88
COc1ccc(N(C=O)C(C(=O)Nc2c(C)cccc2C)c2ccccc2)cc1 (stereo unspecified) | 0.4 | 4 | 3 | -6 | 1 | -8 | 1.1 | -1 | 1.1
COc1cccc(C(=O)Nc2cnn(C(C)C)c2)c1 | -0.7 | -3 | 2 | -13 | -1 | -1 | 1 | 1 | 1.1
CSc1nn2c(C(F)(F)F)cc(C(F)(F)F)nc2c1C(=O)O | 3.2 | -1 | 3 | -3 | 1 | -3 | 1 | -1 | 1
CC(C)(C)OC(=O)NCCCCCNC(=O)c1nc[nH]c1C(=O)N1CCN(C(=O)OC(C)(C)C)CC1 | 0.8 | -10 | 30 | -40 | -1 | 2 | 0.98 | 1 | 1.4
O=C(CSc1ccccc1)Nc1cc(Cl)ccc1Oc1ccccc1 | 1.0 | -2 | 4 | 8 | -1 | -2 | 1 | -5 | 0.92
CSc1ccc(/C=C/C(=O)OCC(=O)NC2CCS(=O)(=O)C2)cc1 (stereo unspecified) | -0.1 | 1 | 0 | -18 | 1 | -12 | 1.1 | -1 | 1.2
Cc1ccc(Nc2nc(-c3ccc(F)cc3)cs2)nc1 | 0.7 | 10 | -1 | 5 | -8 | -7 | 1.1 | -2 | 0.95
Cc1ccc2nc(C(O)C(O)c3nc4ccc(C)cc4[nH]3)[nH]c2c1 (stereo unspecified) | -1.1 | -4 | -3 | -84 | -3 | 10 | 0.9 | 0 | 1.8
Cc1ccc2c(c1)Oc1ccc(NC(=O)CCl)cc1C(=O)N2 | 0.9 | -3 | 1 | -7 | -35 | 11 | 0.89 | -6 | 1.1
O=[N+]([O-])c1c(-c2cn[nH]c2)n[nH]c1-c1cn[nH]c1 | 0.3 | 4 | 5 | -17 | -7 | 14 | 0.86 | 0 | 1.2
O=C(CSc1n[nH]c(=O)n1Cc1ccco1)c1ccc2c(c1)OCCO2 | 0.1 | -6 | -1 | 9 | -2 | 1 | 0.99 | 0 | 0.91
COc1ccc(CCN2C(=O)CC(NNC(=O)c3ccccc3Br)C2=O)cc1 (stereo unspecified) | 1.3 | 4 | 0 | -21 | -2 | 11 | 0.89 | -1 | 1.2
CCOc1cc(/C=N/NC(=O)N/N=C/c2ccc(O)c(OCC)c2)ccc1O | / | -3 | 1 | 7 | 4 | 1 | 0.99 | -3 | 0.93
COC(=O)c1ccncc1C(=O)Nc1ccc(Oc2ncc(C(F)(F)F)cc2Cl)cc1 | 1.1 | -6 | -1 | 7 | -1 | 9 | 0.91 | -1 | 0.93
CCOC(=O)CN(C(=O)CSc1nnc(Cc2ccccc2)n1-c1ccc(C)cc1)c1ccccc1 | -1.6 | 0 | 1 | 2 | -3 | -7 | 1.1 | -2 | 0.98
O=C(c1nc2ccccn2c1CNCC1OCCc2ccccc21)N1CCOCC1 (stereo unspecified) | -1.4 | -5 | -3 | -8 | 1 | 1 | 0.99 | 0 | 1.1

Five entries out of the list, arranged by count of non-hydrogen atoms, high to low.
SMILES | MPTP inh | A3G deaminase | A3A deaminase | hIAP block | NR3A LBD binder | mIAP block | mIAP activ | MIN6 prolif | hIAP act
CC(C)(C)OC(=O)NCCCCCNC(=O)c1nc[nH]c1C(=O)N1CCN(C(=O)OC(C)(C)C)CC1 | 0.8 | -10 | 30 | -40 | -1 | 2 | 0.98 | 1 | 1.4
COC(=O)c1ccncc1C(=O)Nc1ccc(Oc2ncc(C(F)(F)F)cc2Cl)cc1 | 1.1 | -6 | -1 | 7 | -1 | 9 | 0.91 | -1 | 0.93
O=C(CSc1ccccc1)Nc1cc(Cl)ccc1Oc1ccccc1 | 1.0 | -2 | 4 | 8 | -1 | -2 | 1 | -5 | 0.92
Cc1ccc2c(c1)Oc1ccc(NC(=O)CCl)cc1C(=O)N2 | 0.9 | -3 | 1 | -7 | -35 | 11 | 0.89 | -6 | 1.1
O=[N+]([O-])c1c(-c2cn[nH]c2)n[nH]c1-c1cn[nH]c1 | 0.3 | 4 | 5 | -17 | -7 | 14 | 0.86 | 0 | 1.2

Additional structures follow.
SMILES | MPTP inh | A3G deaminase | A3A deaminase | hIAP block | NR3A LBD binder | mIAP block | mIAP activ | MIN6 prolif | hIAP act
COc1cccc(CNCc2ccccc2Br)c1OC | 0.3 | -7 | -6 | 10 | -1 | 4 | 0.96 | -3 | 0.91
CCc1ccc(S(=O)(=O)N2CCN(C(=O)c3cccnc3)CC2)cc1 | -0.5 | -11 | -5 | -1 | 1 | 13 | 0.87 | -2 | 1
COc1ccccc1CN1CC(C(=O)N2CCC(C(=O)c3ccccc3)CC2)CCC1=O (stereo unspecified) | -0.9 | 5 | 1 | 8 | 0 | 0 | 1 | -1 | 0.92
COc1cc(/C=N/Nc2nncn2/N=C/c2ccc(O)c(OC)c2)ccc1O | -1.4 | -7 | -4 | 14 | 2 | 9 | 0.91 | -4 | 0.86
C=CCC(NC(C)c1ccccc1)c1ccco1 (stereo unspecified) | -1.2 | -6 | -1 | -5 | 0 | -6 | 1.1 | -1 | 1.1
CCOc1ccc(N2C(=O)CC(n3nc(C)cc3C)C2=O)cc1 (stereo unspecified) | -2.2 | -1 | 3 | -2 | -2 | -3 | 1 | -2 | 1
CCCN(CC(=O)Nc1ccc(NC(C)=O)cc1)CC(=O)Nc1ccc(F)c(F)c1F | -1.5 | 3 | 3 | -14 | -5 | -14 | 1.1 | 0 | 1.1
O=C(Nc1ccccc1N1CCCC1)c1cc(=O)[nH]c2ccccc12 | -1.5 | -8 | -5 | 0 | 0 | 6 | 0.94 | 1 | 1
CC1=C(C)CC(C(=O)NCCc2ccccc2)C(C(=O)O)C1 (stereo unspecified) | -1.9 | -6 | -5 | -18 | 0 | 0 | 1 | 0 | 1.2
Cc1ccc(C(C(=O)NC2CCCC2)N(C(=O)Cc2cccs2)c2ccc3c(c2)OCCO3)cc1 (stereo unspecified) | 0.8 | 0 | -1 | 12 | -1 | 0 | 1 | -3 | 0.88
CC(C)(C)c1ccc(-c2nc(O)c(CC(=O)O)s2)cc1 | / | -13 | -3 | -19 | / | 11 | 0.89 | -1 | 1.2
CCNC(=O)COc1cccc(C(=O)NCc2ccccc2)c1 | -0.4 | -8 | 2 | -8 | 0 | -8 | 1.1 | 0 | 1.1
COc1ccc(-n2c(SCCC(=O)O)nnc2-c2ccncc2)cc1 | -1.8 | -12 | -6 | -3 | -1 | 6 | 0.94 | -1 | 1
CCN(C(=O)CCS(=O)(=O)c1ccc(Br)cc1)c1ccc2c(c1)OCO2 | 0.2 | -1 | 2 | 3 | 0 | 3 | 0.97 | -3 | 0.97
O=C(CN1C(=O)c2cccc3cccc(c23)C1=O)N1CCN(Cc2ccc3c(c2)OCO3)CC1 | -0.3 | -6 | -4 | 2 | -1 | 6 | 0.94 | 3 | 0.98
O=C(Nc1ccccc1C(=O)NCc1ccccc1)c1ccccc1Br | -0.4 | -4 | 0 | 0 | -7 | -7 | 1.1 | -1 | 1
CC(=O)N1CC(C)Sc2ccc(S(=O)(=O)N3CCCCC3)cc21 (stereo unspecified) | 1.4 | -5 | -4 | 3 | 0 | 7 | 0.93 | -3 | 0.97
CC(Sc1nnc(Cn2c(=O)sc3ccccc32)n1C)c1ccccc1 (stereo unspecified) | -0.7 | -2 | 2 | 0 | -3 | 8 | 0.92 | -2 | 1
CC(=O)c1ccccc1OCCOc1ccccc1C(C)=O | 0.7 | -8 | -3 | 4 | 1 | 9 | 0.91 | -1 | 0.96
Cc1ccc2c(=O)n3c(nc2c1)C(CC(C)C)NC(=O)c1ccc(Cl)cc1-3 (stereo unspecified) | / | -2 | -1 | 4 | / | 0 | 0.99 | 1 | 0.96
COc1ccc(F)c(CN2CCCC(CNS(=O)(=O)c3cccc4cccnc34)C2)c1 (stereo unspecified) | -1.6 | 0 | 0 | -37 | -2 | 14 | 0.86 | 0 | 1.4
CC1=NN(c2ccccc2)C(=O)/C1=C\C=C1\N(C)c2ccccc2C1(C)C | 0.3 | 9 | 9 | 40* | 2 | 40* | 0.6 | -5 | 0.6
CCOC(=O)CC1C(=O)NCCN1C(=O)COc1ccc(C(C)(C)C)cc1 (stereo unspecified) | -1.1 | -2 | -2 | -7 | 1 | -8 | 1.1 | -1 | 1.1
C=CCSc1nc2c(c(=O)[nH]1)C(c1ccccc1)C(C#N)=C(N)O2 (stereo unspecified) | -0.6 | -1 | -3 | 9 | 0 | 8 | 0.92 | 3 | 0.91
CCOC(=O)N1CCC(NC(=O)c2ccc3c(c2)N=C(C)c2ccccc2S3)CC1 | -1.0 | -2 | 0 | -9 | -2 | 11 | 0.89 | 1 | 1.1
CC1CCCCN1C(=O)COc1ccccc1F (stereo unspecified) | 1.6 | -7 | -2 | -14 | 1 | -4 | 1 | -2 | 1.1
Cc1c(Cl)cccc1-n1c(SCC(=O)N2CCC(C(=O)O)CC2)nc2ccccc2c1=O | -0.4 | -6 | -1 | -5 | -1 | 7 | 0.93 | 7 | 1
CC(N)C12CC3CC(C1)CC(C(C)N)(C3)C2 (stereo unspecified) | -0.5 | -5 | -5 | 19 | 2 | 1 | 0.99 | 0 | 0.81
